APP transl inh: inhibitors of APP translation via 5'UTR reporter, primary screen, APP 5'UTR luciferase, SH-SY5Y cells; SH-SY5Y APP 5'UTR-luciferase reporter, luminescence; inhibition, % at 2 µM; 0.82% of 190,000 active; AID 1285, 2008;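 active = inhibition above a set limit, derived from the sample mean plus 3 SD, cut at about 45% in these data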; also: values of inactives mirror those of a sister screen read the other way
STAT3 act: IL-6 driven STAT3 reporter potentiators, primary screen, U3A cells, luciferase, luminescence, MLSCN library; IL-6 STAT3-luciferase reporter; 100% = signal with IL-6 EC80 alone; activation (% of control), % at 5.6 µM; 0.91% of 190,000 active; AID 871, 2007;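 active = activation above the screen-wide mean of compound activation plus 3 SD, cut at about 130% in these data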;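 also: 0% = background luminescence of wells with medium and substrate only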
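Material: STAT3-luciferase reporter U3A cells. Controls: IL-6-treated wells, 100% activation. Read-out: % activation versus median of IL-6-stimulated wells. Probe or stimulus: IL-6 stimulus at 33 ng/mL final. Timing: compound 1 h, then IL-6 6 h at 37 °C. Signal: reporter luminescence signal.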
Hsp70 act: Hsp70 transcriptional activators, primary screen, cell-based, HeLa, Hsp70 promoter luciferase, luminescence, 10 µM. HeLa Hsp70 promoter luciferase reporter; scaled: vehicle 0, proteasome-inhibitor control 100%. activation, % at 10 µM. 0.04% of 200,000 active. AID 1203, 2008;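 active = activation above the mean across all tested compounds plus 3 SD, cutoff set per campaign, cut at about 5.5% in these data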;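 also: 100% = MG132 at 30 µM as the positive control and 0% = DMSO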
Diaph inh CS: diaphorase inhibitors and chemical oxidizers, primary screen, counter-screen for diaphorase-coupled primary assays, biochemical, uHTS, resorufin fluorescence. AID 1217, 2008. 0.69% of 190,000 active. inhibition, % at 20 µM. diaphorase resazurin-to-resorufin fluorescence, NADH, 16 min; bacterial (C. kluyveri) enzyme, not human;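 active = primary screen inhibition at 20 µM above a set limit, cut at about 50% in these data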;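 also: plate controls were DMSO with full reaction for no effect and wells lacking NADH for full effect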
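Detection: fluorescence of resorufin formed from resazurin, Ex 544/Em 590 nm; test system: Clostridium kluyveri diaphorase enzyme; amount: 0.14 U/mL diaphorase, enzyme working solution; times: 16-min room-temperature incubation before reading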
STAT1 inh: STAT1 signaling inhibitors, primary screen, cell-based, HTS, luciferase reporter | inhibition, % at 5.5 µM | NIH 3T3 STAT1-luciferase reporter, IFN-gamma, luminescence | 0.35% of 200,000 active | AID 920, 2007;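 active = inhibition above a set limit, the mean inhibition across all tested compounds plus 3 SD, cut at about 34% in these data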;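 also: 0% = IFN-gamma with DMSO and 100% = IFN-gamma with 300 µM nifuroxazide; values of inactives mirror those of a sister screen read the other way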
TLR4 MyD88 comp: inhibitors of TLR4-MyD88 association in cells, primary screen, cell-based, HeLa CL3-4, BLA complementation, FRET ratio | HeLa CL3-4 TLR4/MyD88 BLA complementation | AID 861, 2007 | 0.18% of 200,000 active | inhibition, % at 8.4 µM | Toll-like receptor 4 (Homo sapiens) + Myeloid differentiation primary response protein …; in the data active = inhibition above about 25%;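 also: 0% = vehicle and 100% = reference inhibitor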
Target sequence (O00206 whole entry, looked up): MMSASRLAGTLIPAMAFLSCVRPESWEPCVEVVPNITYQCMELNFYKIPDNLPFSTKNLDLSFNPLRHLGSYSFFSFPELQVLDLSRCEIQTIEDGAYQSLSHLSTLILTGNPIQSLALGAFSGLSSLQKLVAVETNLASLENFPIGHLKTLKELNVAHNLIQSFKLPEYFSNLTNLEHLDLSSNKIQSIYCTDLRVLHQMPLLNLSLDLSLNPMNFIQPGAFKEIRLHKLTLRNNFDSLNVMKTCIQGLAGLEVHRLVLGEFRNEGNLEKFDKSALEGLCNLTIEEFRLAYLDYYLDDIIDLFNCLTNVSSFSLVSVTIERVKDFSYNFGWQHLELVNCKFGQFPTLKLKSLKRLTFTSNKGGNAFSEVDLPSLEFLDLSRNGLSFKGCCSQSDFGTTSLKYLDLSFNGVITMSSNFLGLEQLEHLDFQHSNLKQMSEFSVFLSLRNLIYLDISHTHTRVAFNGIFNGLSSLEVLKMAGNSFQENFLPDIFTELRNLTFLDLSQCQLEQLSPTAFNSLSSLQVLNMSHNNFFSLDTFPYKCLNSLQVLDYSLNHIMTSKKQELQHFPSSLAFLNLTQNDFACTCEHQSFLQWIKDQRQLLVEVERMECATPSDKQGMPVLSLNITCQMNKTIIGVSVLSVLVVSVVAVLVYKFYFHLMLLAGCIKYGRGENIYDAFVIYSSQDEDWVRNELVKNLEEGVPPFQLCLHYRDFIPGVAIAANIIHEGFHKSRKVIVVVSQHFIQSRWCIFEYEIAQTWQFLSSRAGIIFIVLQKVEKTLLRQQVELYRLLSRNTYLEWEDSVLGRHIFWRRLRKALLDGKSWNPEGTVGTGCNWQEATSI
Target sequence (Q99836 whole entry, looked up): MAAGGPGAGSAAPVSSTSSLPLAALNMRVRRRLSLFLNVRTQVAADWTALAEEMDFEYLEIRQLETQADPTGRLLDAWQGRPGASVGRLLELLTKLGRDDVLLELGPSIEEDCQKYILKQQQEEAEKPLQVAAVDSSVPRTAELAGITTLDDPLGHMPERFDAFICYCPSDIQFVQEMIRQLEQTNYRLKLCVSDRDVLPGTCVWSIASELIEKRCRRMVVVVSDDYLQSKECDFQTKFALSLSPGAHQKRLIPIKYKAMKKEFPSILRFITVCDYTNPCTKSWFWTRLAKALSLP
G6PDH counter: L. mesenteroides G6PDH inhibitors, counter-screen for G6PDH-coupled screening assays, biochemical, Leuconostoc mesenteroides enzyme | glucose-6-phosphate dehydrogenase [Leuconostoc mesenteroides] | Purified L. mesenteroides G6PDH, diaphorase/resazurin coupled fluorescence, 45 min | inhibition, % at 5 µM | 0.12% of 200,000 active | AID 1020, 2008; in the data active = inhibition above about 50%
STAT3 blocker: IL-6 driven STAT3 reporter inhibitors, primary screen, U3A cells, luciferase, luminescence, MLSCN library; inhibition, % at 5.5 µM; 0.89% of 190,000 active; AID 862, 2007; IL-6 STAT3-luciferase reporter; host cell line lacks STAT1;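 active = inhibition above the mean inhibition across all screened compounds plus 3 SD, cut at about 44% in these data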;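 also: 0% = DMSO only wells and 100% = 100 µM nifuroxazide control wells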
STAT1 act: STAT1 signaling activators, primary screen, cell-based, HTS, luciferase reporter. NIH 3T3 STAT1-luciferase reporter, IFN-gamma, luminescence; 100% = IFN-gamma alone, no compound. activation (% of control), % at 5.5 µM. 2.6% of 200,000 active. AID 932, 2007;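 active = activation above the screen-wide mean activation plus 3 SD, cut at about 130% in these data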;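 also: raw ratio to IFN-gamma control signal so 100% means no change and 0% no light; values of inactives mirror those of a sister screen read the other way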
Diaph act CS: compounds boosting diaphorase resazurin reduction – biochemical, uHTS, resorufin fluorescence, counter-screen for diaphorase-coupled primary assays, primary screen; Diaphorase/resazurin coupled assay, 16 min; active compounds read high; 1 = vehicle wells, 0 = NADH-free wells; activation factor at 20 µM; 0.005% of 190,000 active; AID 1229, 2008;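 active = diaphorase activity raised at least twofold by the compound at 20 µM; inactive = activation factor below 2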
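test system = bacterial diaphorase enzyme (C. kluyveri) | quantity = enzyme 0.07 U/mL final | reagent = NADH substrate 0.114 mM plus resazurin dye 0.1 mM, final | incubation = 16 min enzyme reaction, ambient temperature | buffer or medium = HEPES pH 7.4 buffer with MgCl2 and Tween 20 | signal = fluorescence of resorufin, 544 nm excitation, 590 nm emission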
An asterisk follows results filed as active.

item	Structure	APP transl inh	STAT3 act	Hsp70 act	Diaph inh CS	STAT1 inh
1	Cc1cccn2c(=O)c3cc(C#N)c(=O)n(CCCN4CCOCC4)c3nc12	-4	104	-0.1	-10	-6
2	O=C(NCc1ccccc1)c1ccccc1CO	-13	99	0.2	-13	-3
3	COc1cccc(OC)c1C(=O)NCCSC1CCCCC1	3	102	0.0	16	-3
4	Cc1cc(C)c(S(=O)(=O)N(CC(=O)N2CCOCC2)C2CCCCC2)c(C)c1	-6	106	0.1	5	2
5	O=C(Nc1ccc(CN2CCCCC2)cc1)c1ccc(Br)o1	-17	103	-0.1	1	-3
6	O=[N+]([O-])c1ccc(N2CCN(S(=O)(=O)c3ccccc3)CC2)c2cccnc12	-15	97	-0.3	30	20
7	Cc1cc(C)cc(-n2cc[nH]c2=S)c1	-4	98	-0.2	24	2
8	COc1ccc(C2C(C#N)=C(N)OC3=C2C(=O)CC(C)(C)C3)cc1Cn1cc([N+](=O)[O-])cn1 (centres undefined)	-4	100	-0.4	18	-3
9	O=[N+]([O-])c1ccc(OCc2cnc(Cl)s2)cc1	-12	95	0.2	1	-7
10	O=C(c1ccccc1-c1ncc[nH]1)N1CCc2c([nH]c3ccccc23)C1c1ccccn1 (centres undefined)	-3	110	0.2	20	-4

item	TLR4 MyD88 comp	G6PDH counter	STAT3 blocker	STAT1 act	Diaph act CS
1	-4	-9	-1	105	1.1
2	-13	6	5	103	1.1
3	5	17	9	102	0.8
4	4	4	-4	99	0.9
5	-16	0	-4	103	1
6	-8	15	5	80	0.7
7	0	9	6	98	0.8
8	6	-15	-4	103	0.8
9	-8	10	14	106	1
10	5	10	-6	102	0.8

Only Diaph inh CS, for some of the entries so far:
| entry | SMILES | Diaph inh CS |
| --- | --- | --- |
| 8 | COc1ccc(C2C(C#N)=C(N)OC3=C2C(=O)CC(C)(C)C3)cc1Cn1cc([N+](=O)[O-])cn1 (centres undefined) | 18 |
| 7 | Cc1cc(C)cc(-n2cc[nH]c2=S)c1 | 24 |
| 2 | O=C(NCc1ccccc1)c1ccccc1CO | -13 |
| 4 | Cc1cc(C)c(S(=O)(=O)N(CC(=O)N2CCOCC2)C2CCCCC2)c(C)c1 | 5 |
| 6 | O=[N+]([O-])c1ccc(N2CCN(S(=O)(=O)c3ccccc3)CC2)c2cccnc12 | 30 |
| 1 | Cc1cccn2c(=O)c3cc(C#N)c(=O)n(CCCN4CCOCC4)c3nc12 | -10 |
| 10 | O=C(c1ccccc1-c1ncc[nH]1)N1CCc2c([nH]c3ccccc23)C1c1ccccn1 (centres undefined) | 20 |

Random excerpt: 2 records from the list, in no set order.
item	Structure	APP transl inh	STAT3 act	Hsp70 act	Diaph inh CS	STAT1 inh
3	COc1cccc(OC)c1C(=O)NCCSC1CCCCC1	3	102	0.0	16	-3
1	Cc1cccn2c(=O)c3cc(C#N)c(=O)n(CCCN4CCOCC4)c3nc12	-4	104	-0.1	-10	-6

item	TLR4 MyD88 comp	G6PDH counter	STAT3 blocker	STAT1 act	Diaph act CS
3	5	17	9	102	0.8
1	-4	-9	-1	105	1.1

Next results:
item	Structure	APP transl inh	STAT3 act	Hsp70 act	Diaph inh CS	STAT1 inh
11	COc1ccc2c(c1)Cc1sc(NC(C)=O)nc1-2	-123	99	0.2	23	-49
12	Cc1cc(NC(=O)CCC(=O)N(c2ccc(F)cc2)C(C(=O)NC2CCCC2)c2ccc(C)o2)no1 (centres undefined)	1	105	-0.3	-14	-19
13	O=C(Nc1cccnc1)/C(N=Nc1cccnc1)=C(\O)c1ccccc1	8	96	-0.2	14	10
14	CC(NC(=O)c1cc(=O)[nH]c2ccccc12)c1ccccc1 (centres undefined)	4	105	0.3	-12	0
15	Cc1ccc(-c2nnn(CC(=O)NCC3COCCO3)n2)o1 (centres undefined)	-1	105	0.0	8	1
16	O=C(COCC(=O)N1CCOCC1)N1CCOCC1	-5	94	0.1	-10	-5
17	COc1ccc(-n2c(SC3CCOC3=O)nc3ccccc32)cc1 (centres undefined)	-8	76	-0.5	12	-1
18	CC(C)c1ccc(NC(=O)C2CC(=O)N=C(N)S2)cc1 (centres undefined)	-7	96	-0.3	0	-2
19	CCOC(=O)NC1(NCC(C)C)Oc2ccccc2O1	25	88	0.0	37	-4
20	CC(C)CN1C(=O)c2ccc(NC(=O)Cc3ccccc3)cc2C1=O	-10	92	-0.3	-10	-11

item	TLR4 MyD88 comp	G6PDH counter	STAT3 blocker	STAT1 act	Diaph act CS
11	16	-15	5	146*	0.8
12	-6	13	-3	116	1.1
13	-5	-35	0	91	0.9
14	0	-1	5	98	1.1
15	-2	2	-5	99	0.9
16	-8	8	12	103	1.1
17	1	7	34	101	0.9
18	7	15	8	102	1
19	2	9	21	104	0.6
20	4	13	14	108	1.1

item	Structure	APP transl inh	STAT3 act	Hsp70 act	Diaph inh CS	STAT1 inh
21	O=C(NN=C1C2CC3CC(C2)CC1C3)c1cccc(S(=O)(=O)N2CCOCC2)c1	17	102	-0.5	5	4
22	CCCNc1nc2c(c(=O)[nH]c(=O)n2C)n1CCc1ccccc1	4	95	-0.4	21	7
23	COc1cccc2cc(C(C)N(CCCN3CCOCC3)C(=O)Nc3ccccc3)oc12 (centres undefined)	-3	103	-0.2	6	-3
24	CCOC(=O)C1CCN(C(=S)Nc2ccccc2)CC1	-2	104	0.0	4	-5
25	CCOc1ccc(OCCOc2cccc(C(F)(F)F)c2)cc1	-1	101	-0.1	14	-2
26	CC1(C)C2CCC1(CS(=O)(=O)NC1CCCC1)C(=O)C2 (centres undefined)	-3	110	-0.1	-2	-5
27	CCCCOc1c(Br)cc(/C=N/O)cc1OCC	-18	105	-0.1	23	3
28	COC(=O)c1cc(Br)c(=O)n(-c2nccs2)c1	-6	88	-0.7	1	1
29	O=C(Cn1nc(-c2ccc(Cl)cc2)c2ccccc2c1=O)NCC1CCCO1 (centres undefined)	4	95	-0.2	-3	-2
30	CC(C)C1CC(c2ccccc2)(C(CN)CO)CCO1 (centres undefined)	-23	99	-0.1	6	0

item	TLR4 MyD88 comp	G6PDH counter	STAT3 blocker	STAT1 act	Diaph act CS
21	0	0	-3	97	0.9
22	-12	-23	6	91	0.8
23	5	3	1	103	0.9
24	-8	1	-2	103	1
25	4	4	4	101	0.9
26	-3	6	0	103	1
27	-1	3	-3	97	0.8
28	11	-5	16	99	1
29	-20	8	10	102	1
30	-5	6	12	100	0.9

item	Structure	APP transl inh	STAT3 act	Hsp70 act	Diaph inh CS	STAT1 inh
31	CCN(CC(=O)NCc1ccc(Cl)cc1)C(=O)/C=C/c1cccs1	0	109	-0.3	8	68*
32	CC(=O)c1c(C)[nH]c(C(=O)NCc2ccco2)c1C	-4	99	-0.2	1	1
33	CCOc1ccc(OCC)c(NC(=O)CN2CCN(c3cccc(C)c3)CC2)c1	0	95	-0.2	33	-4
34	COc1ccc(-c2cc(C(=O)OCC(=O)c3c(N)n(C)c(=O)n(C)c3=O)c3ccccc3n2)cc1	-6	87	-0.1	13	-6
35	Cc1cc(NC(=O)C2CC2)ncc1NC(=O)c1ccccn1	-37	98	0.0	19	-24
36	COC(=O)Nc1sc2c(c1C(=O)NC1CC1)CCCCCC2	14	96	-0.4	6	-3
37	Cc1ccc(NS(=O)(=O)c2cccc(C(=O)O)c2)cc1S(=O)(=O)N1CCCCC1	4	93	-0.1	13	-8
38	COc1ccc(C2C(C(C)=O)=C(O)C(=O)N2C)c(OC)c1 (centres undefined)	-11	110	-0.1	5	-5
39	Cc1ccc(-n2ncc(C#N)c2/N=C/N(C)C)cc1	-4	97	-0.2	-4	6
40	Cc1ccc(S(=O)(=O)N(C)C)cc1-n1c(SCC(=O)Nc2ccc(F)c(F)c2F)nc2ccccc2c1=O	-5	105	-0.3	31	8

item	TLR4 MyD88 comp	G6PDH counter	STAT3 blocker	STAT1 act	Diaph act CS
31	-5	-2	-10	36	0.9
32	-1	-3	2	100	1
33	-3	7	11	102	0.7
34	4	0	22	105	0.9
35	-7	11	7	121	0.8
36	-17	9	5	105	0.9
37	6	-9	6	107	0.9
38	5	6	-5	105	1
39	-15	9	7	93	1
40	-1	6	-5	93	0.7

Compounds above containing a Cl atom (three):
item	Structure	APP transl inh	STAT3 act	Hsp70 act	Diaph inh CS	STAT1 inh
9	O=[N+]([O-])c1ccc(OCc2cnc(Cl)s2)cc1	-12	95	0.2	1	-7
29	O=C(Cn1nc(-c2ccc(Cl)cc2)c2ccccc2c1=O)NCC1CCCO1 (centres undefined)	4	95	-0.2	-3	-2
31	CCN(CC(=O)NCc1ccc(Cl)cc1)C(=O)/C=C/c1cccs1	0	109	-0.3	8	68*

item	TLR4 MyD88 comp	G6PDH counter	STAT3 blocker	STAT1 act	Diaph act CS
9	-8	10	14	106	1
29	-20	8	10	102	1
31	-5	-2	-10	36	0.9

The list continues.
item	Structure	APP transl inh	STAT3 act	Hsp70 act	Diaph inh CS	STAT1 inh
41	Cc1cccc(OCc2nnc(NC(=O)Cc3cccs3)s2)c1	1	100	-0.1	19	-3
42	Cc1c(NC(=O)CN2c3cccc4cccc(c34)S2(=O)=O)c(=O)n(-c2ccccc2)n1C	-3	98	-0.2	17	6
43	CC(C)(C)NCCOCCOc1ccc(Cl)cc1C(C)(C)C	17	91	-0.1	16	6
44	O=C(NC(=S)Nc1ccc(-c2nc3ncccc3o2)cc1)c1ccccc1F	1	92	0.4	4	3

item	TLR4 MyD88 comp	G6PDH counter	STAT3 blocker	STAT1 act	Diaph act CS
41	1	-1	2	110	0.8
42	-5	8	1	94	0.8
43	-3	11	16	94	0.8
44	6	1	15	98	1

High-throughput results (PubChem BioAssay)

No enrichment for hits (roughly 6.1% active in at least one column).
